# Assay outcomes: PubChem BioAssay, several laboratories
# PMI act satM6P: activators of human phosphomannose isomerase at near-saturating mannose 6-phosphate. coupled PMI enzyme assay, resazurin fluorescence, 20 min; hits give high values; 1 = untreated enzyme, 0 = substrate-free blank. activation factor at 20 µM. 190,000 compounds, 0.34% hits;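 active = activation factor of 2 or more at 20 µM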
# Target sequence (P34949 whole entry, looked up): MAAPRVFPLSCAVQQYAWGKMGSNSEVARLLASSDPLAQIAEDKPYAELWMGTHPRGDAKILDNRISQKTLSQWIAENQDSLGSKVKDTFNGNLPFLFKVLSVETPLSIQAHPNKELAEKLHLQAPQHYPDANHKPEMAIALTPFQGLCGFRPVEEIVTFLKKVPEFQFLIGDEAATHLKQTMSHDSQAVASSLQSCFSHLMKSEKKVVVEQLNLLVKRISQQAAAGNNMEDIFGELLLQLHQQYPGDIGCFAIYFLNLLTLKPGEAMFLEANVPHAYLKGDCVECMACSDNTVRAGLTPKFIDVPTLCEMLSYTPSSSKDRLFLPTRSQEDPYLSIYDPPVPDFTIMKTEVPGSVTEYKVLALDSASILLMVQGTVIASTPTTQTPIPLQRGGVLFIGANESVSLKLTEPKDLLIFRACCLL
#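 Test system: human PMI in coupled enzyme assay; Input: PMI at 15 ng/mL final; Medium: HEPES buffer, pH 7.4; Schedule: 20 min incubation at room temperature; Technique: resorufin fluorescence at Ex 544/Em 590 nm; Compound: 20 µM single dose; Probe or stimulus: Near-saturating mannose-6-phosphate, 1.0 mM.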
# Hsp70 act: Hsp70 transcriptional activation, primary screen. HeLa Hsp70 promoter luciferase reporter, luminescence; scaled: vehicle 0, proteasome-inhibitor control 100%. activation, % at 10 µM. 200,000 compounds, 0.04% hits;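 active = activation above the mean across all tested compounds plus 3 SD, cutoff set per campaign, cut at about 5.5% in these data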;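 note: 100% = MG132 at 30 µM as the positive control and 0% = DMSO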
# TNAP inh noacc: TNAP (human) inhibition, acceptor-free conditions; 200,000 compounds, 0.26% hits; inhibition, % at 20 µM; purified TNAP, CDP-star luminescence, 30 min; AID 1012;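 active = tissue-nonspecific alkaline phosphatase inhibition above about 50% at 20 µM in the single-dose screen, limit read from the data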;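 note: 0% = DMSO negative control and 100% = EDTA positive control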
# S1P3 antag: blocks the human S1P3 receptor. inhibition, % at 4.98 µM. 170,000 compounds, 0.27% hits. CHO S1P3 NFAT-BLA reporter, FRET fluorescence, antagonist mode. Q99500;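 active = inhibition above the plate cutoff, the mean inhibition of test wells on that plate plus 3 SD, cut at about 28% in these data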;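 note: cells challenged with S1P at its EC80 of 0.8 µM; blue over green emission ratio from cleaved BLA substrate after 4 h stimulation; 0% = S1P-stimulated wells and 100% = unstimulated DMSO-only wells; some compounds past the cut are filed as inactive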
# Target sequence (Q99500 whole entry, looked up): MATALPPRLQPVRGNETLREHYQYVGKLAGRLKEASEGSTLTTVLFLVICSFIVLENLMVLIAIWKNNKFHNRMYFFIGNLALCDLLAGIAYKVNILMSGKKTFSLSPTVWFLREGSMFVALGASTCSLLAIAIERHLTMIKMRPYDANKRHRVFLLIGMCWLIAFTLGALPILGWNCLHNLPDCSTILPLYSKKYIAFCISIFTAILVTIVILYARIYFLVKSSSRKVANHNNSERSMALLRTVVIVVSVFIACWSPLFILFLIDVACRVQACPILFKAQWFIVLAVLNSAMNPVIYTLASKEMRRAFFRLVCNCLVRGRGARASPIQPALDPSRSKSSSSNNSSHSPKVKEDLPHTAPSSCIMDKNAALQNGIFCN
# L major viab: Leishmania major promastigote growth inhibition | inhibition, % at 10 µM | Leishmania major promastigotes, resazurin fluorescence viability | 200,000 compounds, 9% hits; in the data active = inhibition above about 50%;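 note: promastigotes grown with compound for 44 hours at 28 °C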
# HMGR II inh: blocks class II HMG-CoA reductase of Enterococcus faecalis. inhibition, % at 10 µM. purified E. faecalis HMGR, NADPH absorbance 340 nm kinetic. 190,000 compounds, 0.41% hits;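 active = inhibition above a set limit, the median over all tested compounds plus 3 SD, cut at about 9.5% in these data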;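 note: enzyme runs in reverse so mevalonate oxidation gives rising NADPH absorbance; 0% = complete reaction with DMSO and 100% = background rate lacking mevalonate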
# PMI act: increases human mannose-6-phosphate isomerase activity; P34949; purified human PMI, coupled resazurin fluorescence, 20 min; hits give high values; 1 = vehicle control, 0 substrate-free wells; activation factor at 20 µM; 190,000 compounds, 0.005% hits; AID 1214;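 active = activation factor of 2 or more at 20 µM, relative to plate controls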
# RAM network inh: blocks the yeast RAM network | S. cerevisiae dse1pr::URA3 reporter, 5-FOA growth OD615, 2 d; analog-sensitive cbk1-as2 kinase mutant strain | 190,000 compounds, 1.8% hits | inhibition, % at 50 µM | AID 868;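 active = inhibition above a set limit, 3 SD over mean compound inhibition, cut at about 8.4% in these data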;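 note: 0% = DMSO-only wells with no growth and 100% = 10 µM 1-NA-PP1 full growth; inhibition rescues growth on 5-FOA so higher OD means more RAM inhibition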
# Redox H2O2 prof: compounds producing H2O2 with reducing agent – biochemical, NIH compound library profiling, artefact control for MLSCN library redox annotation, primary screen | DTT-dependent redox cycling H2O2, phenol red/HRP absorbance; 100% = 100 µM peroxide control, 0% = buffer | activation, % at 10 µM | 200,000 compounds, 0.03% hits | AID 878;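 active = activation of at least 50% relative to the plate's high and low controls in the primary single-dose screen; inactive = activation below 50%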;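 note: compound incubated with DTT at 0.8 mM final as the reducing agent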
# TNAP inh hi DEA: TNAP (human) inhibition, high acceptor | 200,000 compounds, 0.03% hits | P05186 | inhibition, % at 20 µM | purified TNAP, CDP-star luminescence, 1 M DEA;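 active = over 50% inhibition of tissue-nonspecific alkaline phosphatase at 20 µM in the single-dose screen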;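 note: plate controls were DMSO wells for no effect and EDTA-quenched wells as full inhibition for full effect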
# Starred values were filed as active, the others as inactive; . = not tested or not shown. A portion of the library. The share of hits here may be higher or lower than overall.
item	structure	PMI act satM6P	Hsp70 act	TNAP inh noacc	S1P3 antag	L major viab	HMGR II inh	PMI act	RAM network inh	Redox H2O2 prof	TNAP inh hi DEA
1	CCOC(=O)c1cc(C(O)(C(=O)OC)C(F)(F)F)c(/N=C/N(C)C)o1 (centres undefined)	1.1	-0.3	-6	.	-6	-4	1	1.4	-0.1	-4
2	COC1=CCC2([N+](=O)[O-])CN(C)CC1([N+](=O)[O-])C2 (centres undefined)	1	-0.5	-5	-6	-4	-8	0.9	3.3	0.7	-2
3	O=c1[nH]c(=O)n(CCC2=CCCCC2)c(O)c1C=NCCCn1ccnc1	0.9	0.0	-5	-36	3	-1	1	0.6	-0.1	-4
4	CN(C)C(=O)Oc1ccnc2cc(Cl)ccc12	0.9	-0.1	-8	-11	9	3	0.9	0.5	-1.5	-7
5	CCOc1c(P(=S)(N(C)C)N(C)C)c(C)nn1-c1ccccc1	0.9	-0.1	-4	-39	0	4	0.9	2.3	1.9	2
6	CN1CCC(O)(c2ccc(Cl)cc2)C(C(=O)c2ccc(Cl)cc2)C1 (centres undefined)	0.7	-0.3	-1	-13	86*	-1	0.7	1.6	-0.8	-4
7	CCCn1nc2ccccc2c1P(=O)(N1CCOCC1)N1CCOCC1	1	0.0	14	106*	-11	-5	1.1	0.8	0.7	-2
8	C=CCn1c(O)c(C(=O)CCCCCC)c(=O)[nH]c1=O	0.9	-0.3	-12	-10	0	0	1	1.1	-0.4	-6
9	O=C(Nc1cccc2ccccc12)c1nn(C23CC4CC(CC(C4)C2)C3)cc1Br	1	0.4	-7	.	42	-3	1	2.2	-6.3	-3
10	O=CC(Cl)P(=O)(N1CCCCC1)N1CCCCC1 (centres undefined)	1.1	-0.3	-6	.	-5	2	1	1.9	2.6	0
11	Cc1c(C(c2ccc(Br)cc2)c2c(O)c3ccccc3oc2=O)c(=O)n(-c2ccccc2)n1C (centres undefined)	1.1	-0.2	-8	-12	0	-5	1.1	10*	-0.3	-2
12	CCN(CC)c1ccc(CNCCc2ccccc2F)cc1	0.9	0.4	-9	-9	94*	2	1	1.2	-0.1	-1
13	CCC(=O)c1cn(Cc2ccccc2C#N)c2ccccc12	0.9	-0.6	-17	-4	6	-4	0.9	4.3	1.8	-10
14	CCOc1ccccc1C1SCC(=O)Nc2c1c(=O)[nH]n2C(CC)CC (centres undefined)	1	-0.2	-10	.	-1	0	1.1	2.2	-0.1	-2
15	Cc1ccc(-n2c(O)c(/C=C/C=Nc3ccccc3)c(=O)[nH]c2=O)cc1	0.9	0.4	-10	1	-5	3	1.1	1.2	-0.5	3
16	CC(=O)N(C1=NCCCS1)c1ccccc1Cl	1	0.0	-9	-10	69*	-5	1	0.5	-1.1	-8
17	COc1ccc2[nH]c(C)c(CCNCc3cc(OC)c(OC)c(OC)c3)c2c1	0.8	-0.1	-10	-6	13	-3	1	-0.7	-0.4	-4
18	O=c1c2ccccc2nc(-c2ccco2)n1-c1ccccc1	1	-0.2	-2	.	-3	-8	1	0.9	0.2	-2
19	FC(F)(F)c1ccccc1CN1CCN(Cc2ccccc2)CC1	0.9	-0.1	0	.	7	-1	0.9	-0.3	0.4	-9
20	O=C(Cn1ncc2c3ccccc3n(Cc3cccc(Cl)c3)c2c1=O)N1CCC2(CC1)OCCO2	0.9	-0.4	-6	25	7	-5	0.8	6.2	-0.7	-1
21	CCOP(=O)(Cc1cc(C#N)oc1C)OCC	1	-0.4	-11	-18	-5	-4	1.1	1.1	-0.2	-5
22	Cc1cc(C)n2nc(C)[n+](C)c2n1	1.1	-0.4	-8	-20	-6	-1	1	3.1	1.9	1
23	CC12CN3C(O)C(C)(C1)CC(C)(C2)C3O (centres undefined)	1	-0.3	-7	-21	5	-7	1.1	0.3	0.3	-5
24	Clc1ccc(COC(Cn2ccnc2)c2ccc(Cl)cc2Cl)c(Cl)c1 (centres undefined)	1.1	-0.3	-276	5	99*	-4	1	-1.0	0.0	-27
25	N#CCCn1cc(C(=O)Nc2ccc(F)cc2)c(-c2ccc([N+](=O)[O-])cc2)n1	1	0.6	-6	8	-4	0	0.9	6.2	-0.4	0
26	Cc1cc(N2C(=O)CC(N3CCC(n4c(=O)[nH]c5ccccc54)CC3)C2=O)no1 (centres undefined)	1	-0.2	3	-36	-3	-8	0.9	1.1	1.9	0
27	Nc1cc(N2CCNCC2)ccc1[N+](=O)[O-]	0.8	-0.2	-1	6	1	2	0.8	1.3	0.1	12
28	CC12CN3CC(C)(CN(C1)P3(=O)Oc1ccccc1)C2=O (centres undefined)	0.9	-0.4	-8	-2	-3	2	1	1.9	-3.7	-6
29	O=[N+]([O-])c1cc2c(cc1CNCCc1ccc3c(c1)OCO3)OCO2	0.6	-0.3	-9	-16	-5	-6	0.7	1.5	0.6	6
30	O=P(NS(=O)(=O)c1ccc(Cl)cc1)(Oc1ccccc1)Oc1ccccc1	1.1	-0.4	-7	.	-4	-1	1.1	2.3	-0.1	1
31	O=C(c1cccs1)C1CN2CCC1CC2 (centres undefined)	0.9	-0.1	-5	-20	-6	1	0.9	-0.1	0.1	-4
32	CC(=NCCO)c1c(O)n(C)c(=O)n(C)c1=O	1.1	0.6	1	.	0	1	1.1	0.1	-2.8	-4
33	O=C(Cn1cc(C(=O)c2ccccc2F)c2ccccc21)NCc1ccco1	0.9	-0.3	-12	-36	4	-1	0.8	3.7	-0.3	-6
34	O=C(NCC(c1cccnc1)N1CCOCC1)Oc1ccccc1 (centres undefined)	0.9	-0.1	-10	.	-7	-2	0.9	-0.5	2.1	0
35	CC12CCC3C(CCC4C/C(=N/O)CCC43C)C1CCC2O (centres undefined)	1	-0.5	-8	10	1	1	1	-0.8	0.5	0
36	CCc1ccc(NP(=O)(Oc2ccccc2F)Oc2ccccc2F)cc1	1	-0.6	-11	9	22	5	0.9	7.3	9.7	0
37	CN[C@H](C)[C@H](O)c1ccccc1	1	0.3	-10	4	.	3	1	.	.	-6
38	COC(=O)C(=O)N1CC2(C)CNCC(C)(C1)C2=O	1	-0.4	-4	-11	-6	2	0.9	-0.6	0.0	2
39	C=Cn1ccnc1P(O)(=S)c1nc(C)c(CCOC(C)=O)s1 (centres undefined)	1.1	0.2	-4	-17	-8	-3	1	0.7	0.0	0
40	O=C(c1ccc(F)cc1)C(Cc1ccccc1)N1CCCCC1 (centres undefined)	1	0.0	-14	0	9	-3	1	1.2	-2.0	-2
41	COc1ccc(OCC(=O)N2CCN(CC3CC4C=CC3C4)CC2)cc1 (centres undefined)	0.9	-0.3	8	-12	87*	-3	0.9	1.0	0.1	-2
42	NC(=O)CSP(=O)(c1ccccc1)c1ccccc1	1	-0.3	-72	-62	9	2	0.9	-0.3	1.4	4
43	Cc1cccc(OP(=O)(Nc2ccc(F)cc2)Oc2cccc(C)c2)c1	0.8	-0.1	-16	3	28	-1	0.8	6.1	-0.1	-5
44	CCCCCCN1CCN(c2ccc(Cl)cc2)CC1	1.1	-0.1	-24	-19	82*	-2	1.1	-1.8	-2.0	-6
45	CN(C)C(=O)Oc1ccc(C(=O)c2ccccc2)cc1	1	0.2	-7	26	-2	6	1	-0.4	-1.0	1
46	COCCN1C(=O)NC(=O)/C(=C\c2ccc(Br)cc2)C1=O	1.2	-0.4	11	3	-5	-1	1.2	2.1	-0.3	-1
47	O=C(c1ccc(CNS(=O)(=O)c2ccccc2)cc1)N1CCC2(CC1)OCCO2	1.1	-0.2	1	-21	-5	2	1.1	1.1	-1.6	0
48	O=C(c1cnn2c(C(F)(F)F)cc(-c3ccccc3)nc12)N1CCC2(CC1)OCCO2	1	-0.4	-12	.	2	-2	1	5.4	0.2	-2
49	CC(Cc1cccs1)NCc1ccccc1 (centres undefined)	1	-0.2	-6	-9	1	0	1.1	1.9	-0.8	2
50	O=C(O)CCn1cc(C=C2C(=O)NC(=S)NC2=O)c(-c2cc3ccccc3oc2=O)n1	2.3*	-0.3	0	-9	-7	1	1.3	0.7	-0.7	-4
51	CCOC(=O)C(O)(c1ccc(N(CC)C(=O)OC)cc1)C(F)(F)F (centres undefined)	1	-0.1	-10	-10	98*	-4	1	1.2	0.7	1
52	C[C@H]1CCC[C@@H](O)CCC/C=C/c2cc(O)cc(O)c2C(=O)O1	1	-0.2	6	.	-2	4	1.1	0.6	-0.1	-6
53	CC1=NCCc2c1[nH]c1ccccc21	1.1	0.0	-18	-4	-1	0	1	-0.6	-0.2	-6
54	COc1ccc2c(c1)CC1(CN2C)C(=O)NC(=O)N(CCc2ccccc2)C1=O (centres undefined)	0.7	0.1	-14	-17	-6	-4	1	0.4	1.3	-9
55	Cc1oc(-c2ccccc2F)nc1CS(=O)CC(=O)N1CCC2(CC1)OCCO2 (centres undefined)	1.1	0.1	-15	3	-4	-8	1.1	0.1	3.5	-4
56	FC(F)(F)c1cccc(N2CCNCC2)c1	1.1	0.0	-14	-8	.	6	1.1	.	.	-10

# (cont.)
item	structure	PMI act satM6P	Hsp70 act	TNAP inh noacc	S1P3 antag	L major viab	HMGR II inh	PMI act	RAM network inh	Redox H2O2 prof	TNAP inh hi DEA
57	COCCOC(=O)C1=C(N)Oc2c(c(=O)oc3ccccc23)[C@@]12C(=O)Nc1ccccc12	1	.	-6	.	.	-3	0.9	0.5	.	-1
58	CCOC(=O)C1=CC(=C2C(=O)N(CC)C(=S)N(CC)C2=O)c2ccccc2O1	0.6	-0.2	-8	-7	-5	0	0.7	0.3	-0.7	-2
59	COc1ccc(S(=O)(=O)NC(CC(=O)N2CCC3(CC2)OCCO3)c2ccco2)cc1 (centres undefined)	1	0.2	-14	-6	-3	1	1	-0.6	-0.1	-2
60	Cn1c(O)c(C(=O)c2ccccc2Cl)c(=O)n(C)c1=O	1.2	-0.2	-6	.	-9	-2	1.2	0.4	1.6	-10
61	COC(=O)c1ccccc1N=Cc1c(O)[nH]c(=S)[nH]c1=O	1.4	-0.3	-8	-11	1	-4	1.4	4.5	-0.9	1
62	CCC(=NCc1ccco1)c1c(O)[nH]c(=O)[nH]c1=O	1	-0.3	-11	-53	-9	-3	1	1.8	2.5	-4
63	Cc1c(N=Cc2c(O)n(Cc3ccccc3)c(=O)[nH]c2=O)c(=O)n(-c2ccccc2)n1C	0.9	-0.4	39	5	-6	-3	1	2.4	0.4	-6
64	CN1CCC2(CC1)CC(NC=O)c1ccccc1O2 (centres undefined)	1	-0.2	-11	-20	0	-2	1	2.0	-1.0	-6
65	COc1ccc(CN2C(=O)NC(=O)/C(=C\c3ccco3)C2=O)cc1	1.8	-0.2	-5	-16	-7	12*	1.5	1.2	6.1	0
66	CN=C(SCc1cc2c(cc1Cl)OCO2)c1c(O)n(C)c(=O)n(C)c1=O	1	-0.3	5	20	-6	0	1	-0.6	-1.7	-6
